TRb-SRC2 inh: TRbeta-SRC2 interaction inhibition; P10828; TRbeta-SRC2 peptide binding, fluorescence polarization; receptor liganded with 1 µM T3; Potency, µM (doses to about 106 µM), for inactives: at the highest dose activity change, negative = inhibition, usual class: inhibitors; 280,000 tested, 0.065% active; AID 1469;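 further: plate controls were bound peptide for no effect and peptide without receptor for full effect; nearly all actives have a fitted effect of over 50% in size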
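TRb LBD 0.6 uM + Texas Red SRC2 peptide 20 nM, 1 uM T3, Tris buffer w/ 5% DMSO; compound pinned, 5 h RT; FP read ex 555/em 632; normalized to unbound and bound controls.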
Tau fibril ThT: blocks human tau fibril formation measured by thioflavin T; AID 1460; 270,000 tested, 2.1% active; Potency, µM (highest dose often 57.4 µM), inactives show top-dose activity, negative = inhibition, hits mostly inhibitors; recombinant tau K18 P301L, heparin-induced fibrillization, ThT fluorescence; further: nearly all actives have a fitted effect of over 55% in size
Target sequence (P10636 561-689 P618L limits assumed): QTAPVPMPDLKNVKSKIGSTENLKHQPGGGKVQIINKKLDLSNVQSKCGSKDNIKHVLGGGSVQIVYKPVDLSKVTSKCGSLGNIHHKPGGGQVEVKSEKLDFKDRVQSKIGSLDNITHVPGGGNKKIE
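K18 P301L tau (15 uM + 0.24 uM Alexa 594-tagged), heparin 20 uM, NaOAc pH 7, 6 h 37 C; ThT 30 uM, 1 h RT, ex 450/em 510 nm.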
Tau fibril FP: tau fibrillization inhibition (FP) | 280,000 tested, 0.39% active | K18 P301L tau heparin fibrillization, Alexa594 FP, 6 h | Potency, µM (highest dose often 57.7 µM), without a hit: at the top dose activity, negative = inhibition, hits mostly inhibitors; further: nearly all actives have a fitted effect of over 55% in size
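Quantitative HTS format: compounds meet 15 uM recombinant K18 P301L tau and Alexa 594-tau tracer in 100 mM sodium acetate pH 7; 20 uM heparin triggers fibrillization at 37 C over 6 hr; FP gives the signal.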
L3MBTL1 block: blocks human L3MBTL1; Q9Y468; AlphaScreen L3MBTL1–H3K9me1 peptide binding; Potency, µM (highest dose often 57.1 µM), for inactives: top-dose activity, negative = inhibition, hits mostly inhibitors; 230,000 tested, 0.66% active; AID 485360; further: nearly all actives have a fitted effect of over 60% in size
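L3MBTL1 50 nM + b-AHA-H3(1-15)K9me1 75 nM, 30 min RT; compound added, 30 min RT; streptavidin donor/Ni-chelate acceptor beads 10 ug/mL each final, 30 min RT dark; AlphaScreen read.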
GLA spleen mod: inhibitors or activators of human alpha-galactosidase in spleen homogenate; P06280; human spleen homogenate, 4MU-alpha-Gal fluorescence, 40 min; Potency, µM (titrated, usually from 80 µM), for inactives: at the highest dose activity change, negative = inhibition, usual class: inhibitors; 240,000 tested, 0.008% active; AID 2107;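 further: 0% = enzyme with vehicle and -100% = no enzyme basal signal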
Target sequence (P06280 32-429 limits assumed): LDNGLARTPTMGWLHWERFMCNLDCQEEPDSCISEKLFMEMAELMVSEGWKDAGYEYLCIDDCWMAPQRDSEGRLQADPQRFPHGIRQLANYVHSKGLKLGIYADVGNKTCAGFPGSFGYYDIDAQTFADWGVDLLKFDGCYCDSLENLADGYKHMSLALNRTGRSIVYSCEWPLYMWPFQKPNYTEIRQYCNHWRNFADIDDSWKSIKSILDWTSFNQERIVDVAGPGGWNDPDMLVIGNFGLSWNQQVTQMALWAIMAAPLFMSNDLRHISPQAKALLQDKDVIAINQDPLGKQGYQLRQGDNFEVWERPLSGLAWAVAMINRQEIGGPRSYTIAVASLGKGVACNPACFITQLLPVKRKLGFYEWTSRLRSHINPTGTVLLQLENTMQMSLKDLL
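Human spleen homogenate (1 ug) as enzyme source, 4-methylumbelliferyl-alpha-D-galactopyranoside 1 mM final, citrate/phosphate pH 5.0 with 0.01% Tween-20. Compounds 40 min at 37C, NaOH/glycine stop; fluorescence Ex 365/Em 440, Hill-fit AC50.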
TR SRC2 fluor cs: Texas Red fluorescence interference in TRb-SRC2 counter-screen | TRb/SRC2 Texas Red total fluorescence interference | Potency, µM (doses to about 106 µM), inactives show at the highest dose fluorescence change, negative = quenching | 280,000 tested, 0.29% active | AID 1479; active means well fitted curve in either direction with a large enough effect; inconclusive means small, poorly fitted or top-dose-only effect
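Human TRβ ligand-binding domain (0.6 uM) and Texas Red SRC2 peptide (20 nM) in Tris buffer with 1 uM T3 and 5% DMSO were incubated with pinned compound for 5 hr at ambient temperature. Total fluorescence was computed as S + 2P (555/632 nm).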
ALDH1A1 block: ALDH1A1 (human) enzyme inhibition; Potency, µM (titrated, usually from 75.3 µM), inactives show at the top dose activity, negative = inhibition, most hits filed as inhibitors; 220,000 tested, 7.3% active; Purified ALDH1A1, NADH fluorescence, propionaldehyde substrate; P00352; active means well fitted inhibition curve with a large enough effect, not every such curve was filed as active; inconclusive means small, poorly fitted or top-dose-only effect, or another doubt; inactive means no such curve, though single readings can be large or run the other way;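 further: plate controls were no enzyme wells and a reference inhibitor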
Target sequence (P00352 whole entry, looked up): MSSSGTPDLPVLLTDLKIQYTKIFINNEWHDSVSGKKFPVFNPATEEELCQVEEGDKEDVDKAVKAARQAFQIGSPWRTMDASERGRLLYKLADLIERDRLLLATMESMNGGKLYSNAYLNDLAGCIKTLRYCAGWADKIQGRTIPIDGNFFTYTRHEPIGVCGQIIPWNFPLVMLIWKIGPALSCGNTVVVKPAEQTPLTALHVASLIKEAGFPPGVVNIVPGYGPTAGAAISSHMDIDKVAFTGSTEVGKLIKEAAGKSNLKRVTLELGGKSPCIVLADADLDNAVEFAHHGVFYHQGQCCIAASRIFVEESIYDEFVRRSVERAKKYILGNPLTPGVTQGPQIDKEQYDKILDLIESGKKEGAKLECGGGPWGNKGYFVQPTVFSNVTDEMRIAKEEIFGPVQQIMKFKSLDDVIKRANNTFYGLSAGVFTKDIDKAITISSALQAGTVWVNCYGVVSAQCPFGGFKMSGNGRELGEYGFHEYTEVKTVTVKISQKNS
Tau fluor cs: counter-screen for tau fibril formation inhibitors | tau K18 P301L (four-repeat tau fragment) Alexa594 fluorescence, heparin fibrillization | Potency, µM (doses to about 57.7 µM), for inactives: at the highest dose activity change, negative = decrease | AID 1463 | 280,000 tested, 0.93% active; further: nearly all actives have a fitted effect of over 55% in size
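Human K18 P301L tau (15 uM unlabeled plus 0.24 uM Alexa 594-labeled, final) in 100 mM sodium acetate pH 7 was mixed with compound and 20 uM heparin and incubated 6 hr at 37 C.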
Starred values were filed as active, the others as inactive; ? = inconclusive; nt = no result given; [ ] = dose if it differs, or a comment. Unless noted, the call rests on the fitted dose curve; in most records, active means well fitted curve in the direction sought with a large enough effect; inconclusive means small, poorly fitted or top-dose-only effect, or another doubt; inactive means no such curve, though single readings can be large; an effect the other way counts as inactive or inconclusive. Unless noted, on the % scale 0 is the no-effect control and ±100 the full control effect; potency means the concentration at half of the fitted maximal effect.

The line under a structure holds: TRb-SRC2 inh | Tau fibril ThT | Tau fibril FP | L3MBTL1 block | GLA spleen mod | TR SRC2 fluor cs | ALDH1A1 block | Tau fluor cs
- c1ccc(-c2cc(-c3nnc4sc(-c5ccccn5)nn34)[nH]n2)cc1
  10% | -6% | 1% | -6% | -2% | -3% | ? | -10%
- COc1cccc(NC(=O)Nc2c(C)n(C)n(-c3ccccc3)c2=O)c1
  -9% | -2% | 3% | nt | -5% | -6% | -4% | -2%
- CCOC(=O)c1ccc(NC(=O)CCc2nc(-c3ccccc3)no2)cc1
  -3% | ? | -10% | 4% | -3% | -2% | ? | ?
- COC(=O)C(NC(=O)c1ccccc1)=C(C)C
  4% | -7% | 2% | nt | 12% | 1% | 1% | 4%
- CC1=CC(=O)N(c2ccn(C)n2)C1=O
  2% | -12% | -13% | 7% | 4% | -4% | 4% | -14%
- COC(=O)CCCC1=CC2=CC(=O)C(C)(OC(=O)c3cccs3)C(=O)C2=CN1Cc1ccco1 (stereo unspecified)
  -2%[11.2 µM] | ? | -1%[11.6 µM] | nt | 4%[17.5 µM] | 0%[11.2 µM] | -15%[13.5 µM] | -3%[11.6 µM]
- CCOc1ccc(N(Cc2ccc(OC)c(OC)c2)C(=O)c2ccco2)cc1
  -1% | ? | 8% | -4% | -7% | -1% | -7% | -16%
- CCn1c(SCC(=O)Nc2cc(C)on2)nc2c1c(=O)n(C)c(=O)n2C
  -8% | 0% | 5% | nt | 1% | -3% | 1% | -1%
- c1ccc(Nc2nc(CSc3ncn[nH]3)cs2)cc1
  -1% | ? | 11% | nt | 3% | -3% | ? | -21%
- CC1CC(=O)N(C)c2cc([N+](=O)[O-])ccc2N1 (stereo unspecified)
  -5% | -11% | 4% | nt | -2% | -2% | ? | -2%
- CC1CC2=C(C(=O)O1)C(c1ccc(Cl)cc1)Nc1ccccc1N2 (stereo unspecified)
  -4% | 0% | 12% | -2% | -3% | 1% | 3% | -4%
- Cc1ccc(-c2ccc(/C=N/NC(=O)Cc3nnc(N)s3)o2)cc1Cl
  3% | ? | -14% | nt | 5% | 1% | nt | ?
- N#Cc1c2c(c(=S)n(-c3ccccc3)c1N)CCCC2
  -1% | ? | -4% | -10% | -12% | 4% | ? | -10%
- COc1ccc(NC(=O)C2Cc3ccccc3CN2S(=O)(=O)c2ccccc2)cc1OC (stereo unspecified)
  -8% | 2% | -4% | nt | nt | -2% | nt | -18%
- Cc1cc(=O)oc(C)c1C(=O)Nc1cccc2nonc12
  -1% | -14% | -5% | 4% | 6% | -2% | 4% | -13%
- COCc1cc(N2CCOCC2)nc(SCc2ccc(Cl)cc2)n1
  6% | -10% | -5% | ? | 5% | -3% | ? | -19%
- Cc1ccc(C(=O)CSc2nnc(-c3ccccc3N)n2C)cc1
  -24% | ? | 1% | 0% | -1% | -1% | 11µM* | -10%
- COc1cc(Nc2ccccc2Cl)c([N+](=O)[O-])nc1[N+](=O)[O-]
  -2% | ? | 3% | nt | 4% | -5% | 8% | -18%
- Cc1cccn2c(=O)c(/C=C(\C#N)c3nc4ccccc4n3C)c(Oc3ccc(Cl)cc3)nc12
  7% | ? | -1% | nt | nt | -11% | nt | -9%
- Cc1noc(C)c1S(=O)(=O)N1CCCCC1
  -8% | -7% | 2% | nt | -4% | -4% | 4% | -4%
- Cc1nn(Cc2ccccc2)c(C)c1NC(=O)CSc1nc(C2CC2)nc2c1cnn2-c1ccccc1
  -8% | -6% | 2% | ? | 4% | -1% | 4% | -6%
- O=C(NCc1ccco1)C12CC3CC(CC(C3)C1)C2
  -11% | -7% | -4% | -3% | 3% | -2% | 4% | -4%
- COc1cccc(C(C(=O)NCc2ccco2)N(C(=O)Cn2nnc3ccccc32)C2CC2)c1OC (stereo unspecified)
  6% | -9% | -4% | -5% | -2% | 1% | 1% | -1%
- COc1ccccc1N1CCN(S(=O)(=O)c2cccc3nsnc23)CC1
  -11% | -3% | ? | -2% | -2% | -6% | -5% | -8%
- CCOc1ccc(S(=O)(=O)Nc2cccc(N(C)S(C)(=O)=O)c2)cc1
  -14% | -4% | 0% | nt | -3% | 1% | 1% | -13%
- Cc1cc(C)cc(N=c2c([N+](=O)[O-])nn(-c3ccc(Cl)cc3)n2O)c1
  -3% | ? | 8% | nt | 1% | -1% | -11% | ?
- CC(=O)Nc1ccc(NC(=O)CCCn2nc(C)c3sc4ccccc4c3c2=O)cc1
  2% | -11% | -11% | nt | nt | 0% | nt | -6%
- CCOC(=O)N1CCN(C(=O)CSc2nnc(-c3cccc(OC)c3)o2)CC1
  -7% | -25% | -8% | 3% | -3% | -2% | -6% | -5%
- O=C(Nc1ccc(Br)cc1)c1cnccn1
  0% | -11% | -4% | 5% | 4% | -4% | -8% | 0%
- Cn1ccnc1SCC(=O)Nc1ccc(Cl)cn1
  -11% | 0% | 7% | -18% | 8% | 0% | ? | -2%
- CC(C)c1nc2oc3ccccc3c(=O)c2c(=O)n1-c1ccccc1
  -26% | 1% | 3% | 4% | -3% | 2% | -8% | -3%
- COc1ccc(N2CCN(Cc3nc4cc(Cl)ccc4c(=O)[nH]3)CC2)cc1
  -3% | -4% | 2% | 3% | 0% | -2% | -3% | 1%
- Cc1cc(N2CCN(c3ccccc3)CC2)n2cnnc2n1
  -10% | ? | 7% | nt | nt | -1% | nt | -8%
- CCNC(=O)CSc1nc2cc(OC)c(OC)cc2c(=O)n1CCC1=CCCCC1
  1% | -1% | -1% | 0% | -6% | 1% | -6% | 5%
- COc1ccccc1CNC(=O)c1nnn(CC(=O)Nc2c(C)cccc2C)c1N
  3% | -9% | -9% | nt | nt | -7% | nt | -14%
- CN1C(=O)/C(=C2\SC(=S)N(CC3CCCO3)C2=O)c2ccccc21 (stereo unspecified)
  -6% | -12% | 6% | -5% | -4% | 1% | ? | -16%
- CC(=O)Nc1nc(CC(C)C)cc(-c2ccco2)c1C#N
  -9% | 4% | 4% | nt | 4% | -2% | ? | 4%
- O=C(N/N=C\c1ccc(O)c([N+](=O)[O-])c1)c1ccccc1-n1cccc1
  2%[53 µM] | ? | 5% | -14% | 0% | -4%[53 µM] | 2% | 4%
- CCOC(=O)c1c(NC(C)=O)sc2c(O)cccc12
  -16% | ? | 10% | -1% | 6% | -4% | -4% | -14%
- COc1ccc(N2CCN(C(CNC(=O)c3ccc(C)cc3)c3ccc4c(c3)OCO4)CC2)cc1 (stereo unspecified)
  2% | ? | 10% | nt | nt | -4% | nt | ?

Taken from above.
TR SRC2 fluor cs with `COc1ccccc1CNC(=O)c1nnn(CC(=O)Nc2c(C)cccc2C)c1N` stands at -7%
L3MBTL1 block with `CC(C)c1nc2oc3ccccc3c(=O)c2c(=O)n1-c1ccccc1` stands at 4%
ALDH1A1 block with `COc1cccc(C(C(=O)NCc2ccco2)N(C(=O)Cn2nnc3ccccc32)C2CC2)c1OC` (stereo unspecified) stands at 1%

Following part:
The line under a structure holds: TRb-SRC2 inh | Tau fibril ThT | Tau fibril FP | L3MBTL1 block | GLA spleen mod | TR SRC2 fluor cs | ALDH1A1 block | Tau fluor cs
- CCOc1ccc(Br)cc1CNCCN1CCOCC1
  4% | -1% | 4% | -2% | -1% | -3% | 2% | 7%
- COCCn1c(C)cc(C(=O)CSc2nnc(-c3cccnc3)n2-c2ccccc2F)c1C
  1% | ? | 12% | -9% | 7% | 5% | 1% | -13%
- O=C(NCC(c1ccc(F)cc1)N1CCOCC1)c1cc(F)c(F)c(F)c1F (stereo unspecified)
  3% | 0% | -5% | 7% | -3% | -1% | 5% | -3%
- O=C1N2CCSC2=NC1(Nc1nccs1)C(F)(F)F (stereo unspecified)
  -16% | 7% | 3% | nt | -23% | 3% | 9% | 0%
- CCc1nnc(NC(=O)c2ccc(N3C(=O)CCC3=O)cc2)s1
  1% | -5% | -1% | -5% | 5% | -6% | 3% | 0%
- COc1cc(Nc2ncnc(N)n2)cc(OC)c1OC
  -3% | 2% | 0% | -1% | 7% | -2% | 7% | 8%
- Cc1ccccc1-c1nc(CN2CCC(C(=O)NCCCN3CCCC3)CC2)c(C)o1
  -29% | -10% | 3% | -18% | 13% | 11% | -10% | 7%
- CCc1cc(=O)[nH]c(-n2[nH]c(-c3ccccc3)cc2=O)n1
  8% | -16% | 1% | 23% | 0% | -3% | 4% | -8%
- CCOc1ccc(S(=O)(=O)c2cn(Cc3ccc(C)cc3)c3ccc(OC)cc3c2=O)cc1
  -6% | ? | 3% | nt | nt | -1% | nt | ?
- CC(C)CCc1noc(CN2CCC(CCN3CCCC3=O)CC2)n1
  1% | -12% | 4% | 8% | 6% | -3% | 10% | -12%
- CCCCn1c(SCC(=O)Nc2nnc(C(C)C)s2)nc2c1c(=O)n(C)c(=O)n2C
  -8% | -12% | 3% | nt | 1% | -6% | -15% | -6%
- COc1c2c(cc3c1C(CC(=O)c1c(O)c(OC)c4occc4c1OC)[N+](C)(C)CC3)OCO2 (stereo unspecified)
  -4% | ? | -7% | nt | 0% | -6% | -12% | -16%
- COc1ccc(OC)c2sc(NC(=O)c3ccc(S(=O)(=O)N(C)C)cc3)nc12
  4% | -10% | -9% | nt | -8% | -7% | 4% | -26%
- Cc1ccc(-n2c(SCn3nnc4ccccc4c3=O)nnc2-c2cccnc2)c(C)c1
  -20% | -16% | 4% | -6% | 6% | 3% | 22µM* | -6%
- CCOC(=O)Cc1csc(NC(=O)c2sc3nc4c(C)cc(C)cc4cc3c2N)n1
  6% | 16µM* | 3% | -2% | 5% | -7% | ? | ?
- CC1C(=O)C(C)C(c2ccc([N+](=O)[O-])cc2)NC1c1ccc([N+](=O)[O-])cc1 (stereo unspecified)
  -3% | -6% | 6% | -12% | -2% | -2% | -3% | -15%
- O=C(NCCN1CCCCC1)c1ccco1
  4% | 12% | 0% | 3% | -3% | -1% | 1% | 6%
- CCOC(=O)c1[nH]c(C)c(CCC(=O)NCc2cccc(Cl)c2)c1C
  -13% | 3% | -14% | nt | nt | -2% | nt | -5%
- COc1ccc(C(=O)NCCSc2ccccc2)cc1OC
  -3% | -1% | -8% | -3%[11.4 µM] | -13% | -7% | -1% | 4%
- O=C(CSc1nnc(CNc2ccccc2)o1)c1ccc2c(c1)OCCO2
  0% | ? | -4% | nt | 7% | -6% | 14µM* | -25%
- Cc1ccc(C)c(S(=O)(=O)N2CCN(C(=O)c3cnccn3)CC2)c1
  -2% | -5% | 2% | 1% | -1% | -8% | 7% | 3%

Compounds as they come; 8.5% or so of the library scored in one or more.
